Source: PubChem BioAssay (several laboratories)
CCHFV vOTU inh: CCHFV vOTU protease inhibition; inhibition, % at 11.5 µM; actives 0.55% (n = 370,000); AID 651958; Pep-AMC fluorescence; further: 0% = vehicle wells with enzyme and 100% = no enzyme wells
FadD28 FP inh: inhibitors of Mycobacterium tuberculosis FadD28 bisubstrate binding; inhibition, % at 12.5 µM; AID 588549; FadD28 bisubstrate probe binding, fluorescence polarization; actives 0.22% (n = 360,000); in the data active means inhibition above about 8.5%, passing the limit was not always enough; inconclusive means no clear call, values can overlap the other calls
BoNT A protease: BoNT A light chain protease inhibition; multiplex microsphere protease substrate cleavage, flow cytometry; inhibition, % at 10 µM; actives 0.17% (n = 360,000); in the data active means inhibition above about 30%; inconclusive means no clear call, values can overlap the other calls; further: plate controls were buffer without enzyme for full effect and enzyme alone for no effect
UGM FP inh: Mtb UDP-galactopyranose mutase inhibition | P9WIQ1 | purified UGM, fluorescence polarization probe displacement | inhibition, % at 10 µM | actives 0.06% (n = 320,000) | AID 504406; in the data active means inhibition above about 10%, passing the limit was not always enough; inconclusive means no clear call, values can overlap the other calls
Target sequence (P9WIQ1 whole entry, looked up): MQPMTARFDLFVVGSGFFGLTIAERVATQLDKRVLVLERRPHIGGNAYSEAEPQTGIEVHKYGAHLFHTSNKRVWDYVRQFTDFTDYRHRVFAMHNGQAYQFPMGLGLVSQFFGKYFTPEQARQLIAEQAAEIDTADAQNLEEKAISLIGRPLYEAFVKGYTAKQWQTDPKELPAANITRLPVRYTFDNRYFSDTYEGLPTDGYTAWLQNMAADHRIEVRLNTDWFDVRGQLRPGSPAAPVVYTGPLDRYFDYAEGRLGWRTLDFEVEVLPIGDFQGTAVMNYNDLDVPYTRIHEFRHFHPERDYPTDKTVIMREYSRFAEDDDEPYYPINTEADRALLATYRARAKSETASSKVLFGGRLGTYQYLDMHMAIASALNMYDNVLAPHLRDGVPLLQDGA
BioA inh: BioA (M. tuberculosis) enzyme inhibition; purified M. tuberculosis BioA enzyme, plate reader; inhibition, % at 9.99 µM; actives 0.096% (n = 360,000); in the data active means inhibition above about 40%; inconclusive means no clear call, values can overlap the other calls
GDH-TPI inh: GDH-TPI coupled enzyme inhibition counter-screen; inhibition, % at 4.8 µM; GDH-TPI coupled enzyme counterscreen, NADH absorbance; actives 1.2% (n = 360,000);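 further: 0% = DMSO wells and 100% = wells lacking the enzyme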
BoNT-F LC inh: BoNT F light chain protease inhibition | Multiplex microsphere protease cleavage assay, flow cytometry | inhibition, % at 10 µM | actives 0.22% (n = 360,000); in the data active means inhibition above about 35%, passing the limit was not always enough; inconclusive means no clear call, values can overlap the other calls; further: plate controls were buffer without enzyme for full effect and enzyme alone for no effect
PrPC TRFRET: reduces human prion protein on the cell surface; inhibition, % at 13.8 µM; cell surface PrPC, TR-FRET read-out; actives 0.43% (n = 370,000); in the data active means inhibition above about 24%; further: 0% = median of the test wells and 100% = reference compound wells
Mtb FBA inh: inhibitors of M. tuberculosis fructose-bisphosphate aldolase | purified M. tuberculosis FBA, fluorescence read-out | inhibition, % at 1 µM | actives 2.3% (n = 360,000) | AID 588726; in the data active means inhibition above about 27%;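 further: 0% = vehicle and 100% = reference inhibitor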
Target sequence (P9WQA3 whole entry, looked up): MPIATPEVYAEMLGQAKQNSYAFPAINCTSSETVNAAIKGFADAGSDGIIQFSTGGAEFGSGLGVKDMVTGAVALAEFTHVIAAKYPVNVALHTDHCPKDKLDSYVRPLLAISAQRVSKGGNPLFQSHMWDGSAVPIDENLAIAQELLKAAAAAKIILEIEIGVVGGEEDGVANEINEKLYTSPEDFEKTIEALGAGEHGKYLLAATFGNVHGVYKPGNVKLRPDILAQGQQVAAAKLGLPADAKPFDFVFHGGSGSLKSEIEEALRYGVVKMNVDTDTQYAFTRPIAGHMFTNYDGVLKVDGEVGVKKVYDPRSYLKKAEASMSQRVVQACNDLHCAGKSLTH
Starred values were filed as active, the others as inactive; ? = inconclusive; · = no result given; & = joins results of further samples. Unless noted, no stated cut-off is given here; in the data, active means inhibition above about 30%; inactive means the rest.

SMILES | CCHFV vOTU inh | FadD28 FP inh | BoNT A protease | UGM FP inh | BioA inh | GDH-TPI inh | BoNT-F LC inh | PrPC TRFRET | Mtb FBA inh
COc1ccc(Nc2c(-c3cccc(OC)c3)nc3nc(C)cc(C)n23)cc1 | 3 | · | -0.2 | · | · | · | -9 | -3 | ·
Cc1c(O)ccoc1=O | 1 | 1.5 | -1.4 | -0.9 | -1.3 | 3 | -2 | 1 | 2
Cc1ccc(OCC(=O)NCCN2CCCC2)cc1 | 5 | -1.1 | 1.9 | -3.5 | -2.5 | 8 | 20 | -8 | -8
COC(=O)C1C(O)CC2CCC1N2C (configuration not stated) | -6 | -0.9 | -0.4 | · | -0.4 | -4 | -6 | -1 | -1
NS(=O)(=O)c1ccc(CCNCc2cc(Cl)ccc2OCc2ccccc2)cc1 | 1 | -1.9 | -0.4 | -1.8 | -0.4 | 5 | -62 | -5 | 2
Cc1oc2nc(SCCCC(=O)NCCO)nc(N)c2c1C | 16 | -2.0 | -0.4 | -1.8 | 0.4 | 11 | 2 | -6 | 1
CCN(CC)S(=O)(=O)c1cc(C)ccc1SC | 6 | -2.1 | 0.0 | 4.9 | -0.3 | -15 | -1 | 0 | 0
Cc1csc2nc(CSc3nc4ccccc4o3)cn12 | 14 | -1.8 | 0.3 | -2.3 | -0.6 | 2 | 6 | -3 | 2
COc1ccc(OC)c(NC(=S)NCc2ccccc2OC)c1 | 5 | 0.5 | 0.9 | -1.0 | 1.0 | 2 | -8 | -2 | -1
CCCN(CCC)S(=O)(=O)c1ccc(C)cc1 | 4 | -4.2 | -5.6 | -0.3 | -1.3 | -8 | -26 | 7 | -2
Cc1ccc(Cn2cc(CN3CC(N4CCCC4)CS3(=O)=O)nn2)cc1 (configuration not stated) | -2 | · | -0.1 | · | · | · | -2 | 0 | ·
c1coc(Cn2c(SCc3nc4ccccc4[nH]3)nnc2-c2cnccn2)c1 | -8 | -1.1 | 1.2 | 1.2 | 2.4 | 10 | -9 | 4 | 3
CCOc1ccc(C(=O)NCC(=O)OCC(=O)N2CCCCC2)cc1 | 7 | -3.4 | -0.3 | -2.1 | -2.2 | -2 | -1 | -2 | 1
CCC1(c2ccccc2)NC(=O)N(CC#N)C1=O (configuration not stated) | 4 | 0.5 | 0.0 | -0.1 | · | 4 | -4 | 4 | 0
Cc1ccnc2nc(C(=O)OCC(=O)N(CC(C)C)C3CCS(=O)(=O)C3)nn12 (configuration not stated) | 5 | -0.6 | 0.2 | -1.4 | 2.0 | 6 | -3 | 5 | 1
COc1ccc(CCNC(=O)Cc2ccc3c(c2)OCO3)cc1OC | -13 | -1.9 | -0.6 | 0.8 | · | 4 | -5 | 3 | 2
C=CCSC1=C(C#N)C(c2cccc(OC)c2)CC(=O)N1 (configuration not stated) | 4 | -1.5 | 0.0 | 0.2 | 1.3 | 4 | 12 | 5 | 1
CSc1nc(N)nc(SCC(=O)c2ccc(C)cc2)c1C#N | 5 | 0.1 | -0.4 | 0.6 | 0.0 | 11 | -11 | -7 | 1
O=C(OCc1ccc([N+](=O)[O-])cc1)c1ccc(N2CCCC2)c([N+](=O)[O-])c1 | -2 | -4.6 | 0.7 | 3.1 | · | 11 | -5 | 2 | -3
O=C(NN=Cc1ccccc1Cl)c1cccc2ccccc12 | 8 | -2.3 | 0.3 | · | · | -11 | -6 | -2 | 0
Cc1cc(CNC(=O)C2(C(F)(F)F)C/C(=C\Cc3ccccc3)CCCO2)nn1C (configuration not stated) | -8 | 2.4 | -1.5 | -0.9 | -2.6 | -8 | -1 | -4 | 0
C[C@H](CO)N1C[C@H](C)[C@H](CN(C)S(=O)(=O)c2cn(C)cn2)OCc2cnnn2CCCC1=O | 2 | -0.9 | -0.3 | · | 0.6&-1.6 | 8 | -4 | 1 | 6
COc1cccc(NC(=O)CSc2ccc3nnc(CCNC(=O)c4ccccc4)n3n2)c1 | 13 | -17 | -1.4 | -0.5 | -0.2 | -3 | -8 | -6 | 0
COC1CCN(Cc2c(C(=O)N3CCc4ccccc4C3)nc3ccc(Cl)cn23)CC1 | -5 | 0.2 | -1.2 | 0.4 | 4.4 | 6 | 0 | 4 | -1
O=C(c1ccc(C(F)(F)F)cc1)N1CCN(S(=O)(=O)c2ccc3c(c2)OCCCO3)CC1 | 5 | -0.1 | -1.8 | 3.5 | -0.3 | -1 | 1 | 4 | 1
O=C(Nc1ccc(NC(=O)c2cc([N+](=O)[O-])ccc2N2CCOCC2)cc1)c1cccs1 | 12 | 12* | -0.3 | 0.9 | -2.1 | 28 | -10 | -29 | -2
O=S(=O)(Cc1ccccc1)N1CCN(C2Cc3ccccc3C2)CC1 | -8 | 2.6 | 2.0 | -1.5 | -1.6 | 9 | 11 | 9 | 29*
C#CCOCCOCCOCCNc1nc(N2CCN(C(=O)[C@H](C)n3cc(CCC(=O)O)nn3)CC2)nc(N2CCN(C(=O)[C@H](C)n3cc(CCC(=O)O)nn3)CC2)n1 | -7 | -3.7 | -0.5 | · | 0.2 | 6 | -13 | 3 | 1
Cc1cc(NC(=O)CCC(=O)N(CC(=O)NC2CCCC2)c2ccc3c(c2)OCCO3)no1 | -4 | -1.4 | -0.1 | -1.3 | 0.5 | 4 | -3 | 2 | 3
CN(C)CCOC(=O)c1ccc2[nH]c3c(c2c1)CSCC3 | 7 | -5.1 | 2.4 | -2.9 | · | -4 | -27 | 5 | 2

A different layout for part of the listing above.
Structure: CSc1nc(N)nc(SCC(=O)c2ccc(C)cc2)c1C#N
  CCHFV vOTU inh: 5 | FadD28 FP inh: 0.1 | BoNT A protease: -0.4 | UGM FP inh: 0.6 | BioA inh: 0.0 | GDH-TPI inh: 11 | BoNT-F LC inh: -11 | PrPC TRFRET: -7 | Mtb FBA inh: 1
Structure: O=C(OCc1ccc([N+](=O)[O-])cc1)c1ccc(N2CCCC2)c([N+](=O)[O-])c1
  CCHFV vOTU inh: -2 | FadD28 FP inh: -4.6 | BoNT A protease: 0.7 | UGM FP inh: 3.1 | BioA inh: · | GDH-TPI inh: 11 | BoNT-F LC inh: -5 | PrPC TRFRET: 2 | Mtb FBA inh: -3

Next part.
SMILES | CCHFV vOTU inh | FadD28 FP inh | BoNT A protease | UGM FP inh | BioA inh | GDH-TPI inh | BoNT-F LC inh | PrPC TRFRET | Mtb FBA inh
COc1ccc(CNC(=O)C(c2ccc(C)cc2)N(Cc2cccs2)C(=O)c2ccc3c(c2)OCCO3)cc1 (configuration not stated) | 18 | -2.0 | 0.1 | 1.3 | -0.8 | 8 | -6 | 2 | 1
O=C(NCc1ccccc1)c1ccc(CN(c2ccccn2)S(=O)(=O)c2ccccc2)cc1 | -3 | -0.4 | 0.4 | 0.4 | 2.4 | 1 | 31 | -1 | 13
Cc1sc(-c2c(C#N)c(N)nc3c2CCCCCC3)cc1[N+](=O)[O-] | 1 | 0.0 | 1.5 | 4.1 | -1.4 | 14 | -1 | 4 | 2
Cc1ccc2nc(-c3ccccn3)cc(C(=O)N3CCN(c4ncccn4)CC3)c2c1 | 4 | -5.8 | 0.7 | -0.6 | 0.4 | -8 | 12 | -3 | 0
CC(C)(C)OC(=O)NNC(=O)C12CC3CC(CC(C3)C1)C2 | -9 | -2.9 | -0.5 | 0.1 | · | -1 | 4 | -7 | 4
CC(=O)C[C@@H](O)CC(=O)[C@H]1OC(=O)[C@@H](C)C/C=C\Cc2ccccc21 | -6 | -0.7 | -0.3 | -1.3 | -0.4 | 5 | -1 | 0 | 0
COc1ccccc1NC(=O)COC(=O)C1CC(=O)N(c2ccc3c(c2)OCCO3)C1 (configuration not stated) | 5 | 0.4 | 0.7 | 1.2 | 0.3 | 5 | -10 | 1 | 8
Cc1ccccc1C1NC(c2ccccc2C)C([N+](=O)[O-])C(C)(C)C1[N+](=O)[O-] (configuration not stated) | -12 | -1.1 | · | -0.4 | 2.2 | 5 | · | 8 | 0
COCCn1c(=O)[nH]c2cc(C(=O)N3CCN(c4cccc(C(F)(F)F)c4)CC3)ccc2c1=O | 5 | 0.6 | -6.8 | -1.8 | · | 10 | -25 | 3 | 1
CN1C[C@@H]2[C@@H]3C(=O)N(Cc4ccccc4)C(=O)[C@@H]3[C@](Cc3ccccc3)(C1=O)N2C(=O)c1ccc(C(F)(F)F)cc1 | 6 | -5.0 | 0.3 | · | -0.4 | 5 | -3 | -2 | 1
O=S1(=O)CCOC[C@H](Cc2ccccc2)N1Cc1ccc(F)cc1 | -9 | -0.1 | -0.5 | 3.0 | 0.2 | -3 | -6 | 3 | -1
Cc1cc(C)nc(SCc2csc(N)n2)n1 | 3 | -1.3 | 0.2 | 1.7 | -1.6 | 0 | -1 | 3 | 4
CC(=O)Nc1nc(C2COc3ccccc3O2)cs1 (configuration not stated) | -12 | -0.9 | 0.4 | -2.8 | 4.4 | 1 | -6 | -1 | 1
CCn1ccnc1CN1CCc2c([nH]c3ccccc23)C1CC(C)C (configuration not stated) | 15 | -0.7 | -0.8 | -3.1 | · | -5 | -5 | 3 | 7
CCOc1ccc(/C=N/OCC(=O)NC(c2ccccc2)c2ccccc2)cc1 | 9 | -1.5 | -0.1 | 1.6 | -0.8 | 8 | 0 | 5 | 0
CC(C)(C)c1ccc(NC(=O)c2cc(C3CCCN(C(=O)CCc4ccccc4)C3)on2)cc1 (configuration not stated) | -8 | -1.1 | 0.1 | · | -0.3 | 6 | -6 | 8 | 6
NCCCC[C@H]1CNC(=O)C(=O)N1CCc1cc(C(F)(F)F)cc(C(F)(F)F)c1 | 4 | -0.4 | 1.1 | 1.5 | 2.6 | 1 | -8 | 1 | -2
CCOC(=O)C1CCCN(Cc2nc(C3CC3)no2)C1 (configuration not stated) | 7 | -0.4 | 0.3 | -2.4 | 0.2 | 5 | -2 | -4 | 1
Cc1cccc(NC(=O)c2cc3ccccc3oc2=O)c1 | -9 | -2.7 | 4.3 | -1.5 | -1.4 | 15 | ? | 2 | -2
COc1ccccc1N1CCN(C(=S)Nc2ccccc2)CC1 | -15&-9 | -2.1&-2.5 | 2.8&-0.2 | -2.6 | -1.1&0.9 | -4 | ? | 2&1 | -4&0
O=C(CSc1cccc[n+]1[O-])Nc1ccc2c(c1)OCCO2 | -9 | 2.8 | -0.1 | -1.0 | · | 0 | -2 | -3 | 5
Cc1ccc(CN(CC(O)COc2cccc3[nH]cc(C)c23)C(C)(C)C)cc1 (configuration not stated) | 4 | -2.7 | -3.7 | 3.9 | -1.5 | 6 | ? | -8 | 1
CCCCN1CC(O)=C(c2nc(-c3ccc(Cl)cc3)cs2)C1=N | 6 | -2.7 | 0.4 | 0.8 | · | 1 | 0 | -3 | -3
Cc1ccccc1-n1ncc2c1CC(C)(C)CC2NC(=O)C1=CC(=O)CC(C)(C)O1 (configuration not stated) | 1 | -2.2 | -1.3 | 1.3 | 1.9 | -6 | -7 | -7 | -2
Cn1c(CN2CCCC2)nc2cc(NC(=O)C3CCCCC3)ccc21 | 4 | -0.1 | -0.2 | -2.7 | 0.7 | 5 | 0 | -3 | 2
COc1ccc(CS(=O)(=O)c2ncn[nH]2)cc1 | -1 | 0.4 | -1.6 | 2.4 | 2.3 | -4 | -2 | 10 | 0
Cc1cccc(/C=N/n2c(C)nnc2C)c1 | 7 | -3.3 | -0.2 | 0.0 | -0.7 | 2 | -3 | 3 | 5
Cc1cc(C(=O)COC(=O)c2ccc3c(c2)OCO3)c(C)n1CC1CCCO1 (configuration not stated) | -5 | -3.2 | 0.1 | 0.8 | · | 1 | 1 | 5 | -2
COC(=O)C1=C(C)N(Cc2ccccc2)C(=NCC2CC2)N[C@H]1c1ccccc1 | 9 | -2.1 | 5.3 | 0.4 | 1.3 | -10 | -8 | -2 | 0
Cc1ccc2c(c1)C(=C(C#N)C#N)CCN2 | 5 | -7.1 | 2.7 | · | · | 8 | 5 | -2 | 2
C=CCN1C(=O)c2ccc(C(=O)OCC(=O)N(CC)C3CCS(=O)(=O)C3)cc2C1=O (configuration not stated) | -5 | -1.4 | 2.6 | 0.5 | -0.2 | -4 | 7 | -5 | 3
O=C(COc1ccc(Br)cc1)Nc1ccc(C(=O)Nc2ccccc2C(=O)O)cc1 | 2 | -2.9 | -0.7 | 0.7 | 0.5 | 4 | -8 | 5 | 2
